Compound activity from PubChem BioAssay.
KDM5B inhibitor: blocks human KDM5B histone demethylase activity; Q9UGL1; KDM5B demethylase, FDH-coupled NADH fluorescence (FDH is formaldehyde dehydrogenase); Potency, µM (doses to about 57.7 µM), for inactives: at the top dose activity change, negative = inhibition, usual class: inhibitors; 220,000 tested, 2.6% active; active means well fitted inhibition curve with a large enough effect; inconclusive means small, poorly fitted or top-dose-only effect; inactive means no such curve, though single readings can be large or run the other way; further: 0% is about no effect; nearly all actives have a fitted effect of over 70% in size
Target sequence (Q9UGL1 whole entry, looked up): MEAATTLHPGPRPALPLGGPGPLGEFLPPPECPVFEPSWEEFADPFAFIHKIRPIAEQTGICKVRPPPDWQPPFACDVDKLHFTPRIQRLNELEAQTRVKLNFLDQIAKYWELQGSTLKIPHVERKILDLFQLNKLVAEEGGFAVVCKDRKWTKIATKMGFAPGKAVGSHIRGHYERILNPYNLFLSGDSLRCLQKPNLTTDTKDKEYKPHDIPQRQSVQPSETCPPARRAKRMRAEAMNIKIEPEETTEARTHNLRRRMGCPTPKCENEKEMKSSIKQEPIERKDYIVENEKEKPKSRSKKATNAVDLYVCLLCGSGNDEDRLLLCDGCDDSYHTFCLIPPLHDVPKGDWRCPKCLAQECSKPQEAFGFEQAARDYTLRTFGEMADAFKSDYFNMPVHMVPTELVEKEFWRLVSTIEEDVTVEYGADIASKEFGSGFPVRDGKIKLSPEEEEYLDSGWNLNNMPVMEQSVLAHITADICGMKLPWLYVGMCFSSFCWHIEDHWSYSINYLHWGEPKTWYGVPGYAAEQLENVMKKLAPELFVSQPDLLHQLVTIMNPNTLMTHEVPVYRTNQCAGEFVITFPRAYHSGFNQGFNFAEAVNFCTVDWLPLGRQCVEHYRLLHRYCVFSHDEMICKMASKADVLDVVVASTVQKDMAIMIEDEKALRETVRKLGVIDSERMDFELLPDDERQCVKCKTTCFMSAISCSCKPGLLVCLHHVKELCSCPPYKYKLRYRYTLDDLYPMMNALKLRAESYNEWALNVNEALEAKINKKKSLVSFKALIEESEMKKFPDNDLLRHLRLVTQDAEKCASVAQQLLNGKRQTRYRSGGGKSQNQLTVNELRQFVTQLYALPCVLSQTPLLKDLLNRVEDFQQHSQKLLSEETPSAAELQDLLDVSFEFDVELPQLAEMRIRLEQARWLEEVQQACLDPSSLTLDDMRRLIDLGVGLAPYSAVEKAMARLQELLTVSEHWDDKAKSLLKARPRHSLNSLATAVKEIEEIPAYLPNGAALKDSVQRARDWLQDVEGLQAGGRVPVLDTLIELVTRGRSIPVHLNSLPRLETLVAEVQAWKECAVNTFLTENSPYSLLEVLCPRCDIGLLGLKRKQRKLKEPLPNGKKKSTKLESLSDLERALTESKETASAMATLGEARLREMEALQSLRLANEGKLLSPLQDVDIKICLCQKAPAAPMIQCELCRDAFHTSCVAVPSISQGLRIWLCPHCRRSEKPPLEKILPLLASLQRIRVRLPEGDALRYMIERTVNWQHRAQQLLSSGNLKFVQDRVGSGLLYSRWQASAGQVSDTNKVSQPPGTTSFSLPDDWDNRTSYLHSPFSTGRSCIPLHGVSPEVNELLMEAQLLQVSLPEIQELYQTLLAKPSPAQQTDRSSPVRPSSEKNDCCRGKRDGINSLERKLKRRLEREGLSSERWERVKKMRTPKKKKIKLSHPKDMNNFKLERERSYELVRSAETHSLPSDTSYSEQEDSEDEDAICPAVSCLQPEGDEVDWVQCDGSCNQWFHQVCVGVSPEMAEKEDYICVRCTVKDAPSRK
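Coupled FDH/NAD⁺ fluorescence readout. KDM5BΔAP 200 nM final; compound titration, 10 min RT preincubation; substrate mix 12.5 µM H3K4me3, 25 µM 2-OG, 50 µM Fe(II), 100 µM ascorbate, 0.25 mM NAD⁺, 0.25 U/mL FDH; ΔRFU over 30 min.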
An asterisk follows results filed as active; ? = inconclusive; [ ] = dose if it differs, or a comment. Potency means the concentration at half of the fitted maximal effect.

KDM5B inhibitor | SMILES
-27% | O=C(Cn1cccc1-c1nc(-c2ccccc2)no1)Nc1cccc(F)c1
17% | CCn1nc(C(=O)OCc2ccc(C(=O)OC)cc2)c2ccccc2c1=O
36%[activator] | COCCn1c(=O)n([C@H]2CCCN(C(=O)CC3CCCCC3)C2)c2ncccc21
-23% | CC(C)Cc1ccc(C(Nc2ccc3nnnn3n2)c2cccs2)cc1 (stereo not given)
? | CCc1ccc(-n2nc(CO)c(C(=O)NCc3cccs3)n2)cc1
-17% | COCCOC1CN(C2CCN(C(=O)c3ccc(C)nc3)CC2)C12CCCCC2 (stereo not given)
479%[activator] | CC(C)c1nc(N2CCN(C(=O)C(=O)N3CCCC3)CC2)c(C#N)c2c1CCCC2
-33% | CC(=O)N1CCc2sc(C(=O)NC3CCN(Cc4ccccc4)CC3)cc2C1
-16% | Cc1cccc(C(=O)N2CC(c3noc(C4CCCN4C)n3)C2)c1 (stereo not given)
-21%[86.2 µM] | COc1ccc(CN2C[C@@H](F)[C@@H](OCc3nc4ccc(C(F)(F)F)cc4[nH]3)C2)cn1
-1% | O=C(Nc1cccc(-c2ccc(N3CCOCC3)nn2)c1)Nc1ccc2c(c1)CCC2
? | COc1ccc(S(=O)(=O)Oc2ccc3oc(=O)c(-c4ccccc4)c(C)c3c2)cc1
? | COc1ccc(CCNC(=O)c2cc3c(=O)n4ccccc4nc3n2C)cc1
-10% | CCc1cccc(NC(=O)CN2CCCN(Cc3cccc(C)c3)S2(=O)=O)c1
1%[149 µM] | O=C(O)C1=NOC2CN([S+](=O)([O-])c3cccs3)CC12 (stereo not given)
-30%[86.2 µM] | Cc1ccc(-c2noc([C@@H]3Cc4nc[nH]c4CN3Cc3ccc(F)cc3)n2)cc1
25% | CC(=O)N(C1CC1)C1CCOC2(CCN(C(=O)COc3ccc(C)cc3)CC2)C1 (stereo not given)
21% | CCCn1cc([C@@H]2C[C@H]3CN(Cc4cccc(Cl)c4)C(=O)[C@]34CCCN24)c(C)n1
-3% | Cc1cc2nc3n(c(=O)c2n1CC(=O)NCCC1=CCCCC1)CCC3
15% | CCc1c(C)sc(NC(=O)c2cccnc2)c1C#N
8% | CSc1ccccc1NCC(=O)N1CCNC1=O
-3% | CSc1ncc(Cl)c(C(=O)Nc2c(C(=O)c3ccc(C)c(F)c3)oc3ccccc23)n1
9% | COC(=O)c1cc2n(n1)CCN(C(=O)C(C)Oc1ccccc1)C2 (stereo not given)
-1% | Cc1csc(NC(=O)c2nc(C)n(-c3ccc(F)cc3)n2)n1
4%[86.2 µM] | CC(C)C(=O)N1CCC(O)(c2csc(CN3CCN(C)CC3)n2)CC1
? | O=C(CCc1ccc(-c2ccc(Cl)cc2)[nH]1)N1CC[C@H](CO)[C@H](O)C1
? | COc1ccc(Cn2c(SCc3ccc(C(=O)NCc4ccccc4F)cc3)nc3cccnc32)cc1
13% | Cc1ccc(SC(C)C(=O)Nc2ccc(OCc3ccccc3)cc2)cc1 (stereo not given)
14%[86.2 µM] | COc1ccc(-c2n[nH]c3c2CC(=O)N(Cc2ccccc2F)C3)cc1F
-6% | CN1CCN(C(=O)Nc2cccc(-c3ccccc3)c2)CC1
? | COc1ccc(C2Cn3cnc(-c4nc(-c5ccc(OC(C)C)cc5)no4)c3CO2)cc1 (stereo not given)
23% | COCC(=O)N1C[C@@H](COC)[C@H](c2ccncc2)C1
? | CNC(=O)[C@@H]1C[C@@H](n2cc(C(C)(C)NC(=O)c3cccc(Cl)c3)nn2)CN1
-4% | O=C(Nc1ccc(F)cc1)[C@@H]1C[C@@H](c2ccc(F)cc2)N([S+](=O)([O-])c2cccnc2)C1
? | CCCCOc1c(Cl)cc(C(=O)N(Cc2ccc(C)o2)C2CCS(=O)(=O)C2)cc1Cl (stereo not given)
? | O=C(c1ccc(NCc2ccncc2)cc1)N1CCCC2(CCNCC2)CC1
-8% | Cc1ccc(CN2CCc3nc(C(C)C)nc(-c4ccc(O)cc4)c3CC2)cc1
13% | COc1cccc(OCC(=O)N(C)Cc2nc(-c3ccccc3)no2)c1
13% | COC(=O)/C=C(/SCc1ccccc1)c1ccccc1
? | COc1ccc(C)cc1NC(=O)N1CCN(S(=O)(=O)c2ccc3c(ccn3C)c2)CC1
-20% | COc1cccc(C(CNC(=O)C2CCN(S(=O)(=O)c3ccc(C)c(C)c3)CC2)N(C)C)c1 (stereo not given)
-16% | O=C(COc1ccc(F)cc1)Nc1cnc(-c2ccccc2)nc1
15% | NC(=O)c1ccc(O)cc1
-10%[230 µM] | COc1ccccc1-c1cccc(C=O)c1
33%[activator] | CCOc1ccccc1NC(=O)N1CCCCCCN(C)C(=O)[C@H]2CCC[C@H]21
-13% | COCCN1C(=O)CCc2cc(NC(=O)c3ccc(Cl)s3)ccc21
-10% | CCN(Cc1ccccc1)C(=O)Cn1c(=O)oc2cc(S(=O)(=O)N3CCCCCC3)ccc21
-1% | Cc1ccc(CNC(=O)[C@@]23CCCC[C@H]2N(C)C(=O)CC3)o1
11% | Cc1ccc2c(=O)cc(C(=O)NCC(c3ccco3)N3CCCC3)oc2c1C (stereo not given)
17% | Cc1ccccc1C(=O)Oc1ccc2c(=O)c(-c3ccccc3)coc2c1
28µM* | Cc1nc2ncccn2c1C(=O)N1CCC(=O)N(CC2CC2)C(C(C)C)C1 (stereo not given)
6% | CN(Cc1cccc(-c2nn[nH]n2)c1)c1cc(C2CC(N)C2)ncn1 (stereo not given)
34% | CC(C)(C)C1CCC2(CC1)NC(=O)N(CC(=O)Nc1ccccc1C(F)(F)F)C2=O (stereo not given)
? | COc1cc(-c2ccc(C)cc2)nc2ccc(C(=O)NCC(C)O)cc12 (stereo not given)
-6% | CCOc1ccc(CNCCSc2nnnn2C)cc1OC
? | COc1ccc(CCNc2ncnc3c2c(-c2ccccc2)cn3-c2ccc(Cl)cc2)cc1OC
-16% | COc1ccc(C(CNC(=O)c2ccc(-c3ccccc3)cc2)N(C)C)cc1OC (stereo not given)
-30% | COc1ccc(NCc2cc3cc4c(cc3n(CC(=O)Nc3cc(C)cc(C)c3)c2=O)OCO4)cc1
-3% | O=C1NCCCCCCN(C(=O)CC2CCCCC2)[C@H]2CCCC[C@@H]12
8% | O=C(COC(=O)c1ccc(-c2ccccc2)cc1C(=O)OCC(=O)c1ccccc1)c1ccccc1

New compounds follow:
KDM5B inhibitor | SMILES
0% | CCOc1ccccc1NC(=O)Cc1c(C)[nH]n(-c2nc(-c3ccccc3)cs2)c1=O
7% | COc1ccc(-c2cc(C[C@H]3CNCC[C@H]3CC(=O)N3CCC(n4c(=O)[nH]c5ccccc54)CC3)no2)cc1
-17% | CC(=O)Nc1ccc(-c2csc(NC(C)(C)C)n2)c(F)c1
-4% | CC(C)n1nc(C(=O)OCc2nc(N)nc(Nc3ccccc3)n2)c2ccccc2c1=O
3% | COCc1ncc(C)n1CCNC(=O)c1ccoc1
-8% | COc1cc(CN(CC(=O)NC(=O)NCC(C)C)C2CC2)ccc1OC(F)F
12% | Cc1ccc(C(=O)Nc2ncn(CC(=O)NCc3ccc(F)cc3)n2)cc1
-6%[86.2 µM] | NC(=O)c1cccc(-c2ncc3c(n2)OCCN(CC2CC2)C3=O)c1
? | O=C(c1ccc2ncccc2c1)N1CC(CO)C2(CCNCC2)C1 (stereo not given)
? | O=S(=O)(c1ccc(-c2csc(Nc3ccccc3)n2)cc1)N1CCOCC1
40µM* | O=C(NCC(F)F)c1cc(Br)cn2ccnc12
-26% | CNC(=O)N1C[C@@H](CN(C)C)[C@H](NC(=O)c2ccsc2)C1

In the list so far, these have a furan ring, fused or not:
KDM5B inhibitor | SMILES
-3% | CSc1ncc(Cl)c(C(=O)Nc2c(C(=O)c3ccc(C)c(F)c3)oc3ccccc23)n1
? | CCCCOc1c(Cl)cc(C(=O)N(Cc2ccc(C)o2)C2CCS(=O)(=O)C2)cc1Cl (stereo not given)
-1% | Cc1ccc(CNC(=O)[C@@]23CCCC[C@H]2N(C)C(=O)CC3)o1
11% | Cc1ccc2c(=O)cc(C(=O)NCC(c3ccco3)N3CCCC3)oc2c1C (stereo not given)
3% | COCc1ncc(C)n1CCNC(=O)c1ccoc1

Further compounds
KDM5B inhibitor | SMILES
-6% | Cc1cc(C)c(NC(=O)CSc2nc3c([nH]c4ccccc43)c(=O)n2C)c(C)c1
-3% | COc1ccccc1NC(=O)Cn1c(-c2ccccc2)nc(C)c(CCO)c1=O
20% | Cc1ccc(C(=O)N2CC(c3nnc(-c4ccncc4)o3)C3(CCOCC3)C2)s1 (stereo not given)
-5% | CCN1CCN(c2ccc(NC(=O)c3ccccc3F)cc2Cl)CC1
? | CO[C@H]1[C@H](NC(=O)c2cnc3ccccc3c2)c2ccccc2C12CCNCC2
-1% | COc1cc(NC(=O)Cn2nc3c(cc2=O)CN(C(C)=O)CC3)cc(OC)c1
16% | Cc1ccc(-c2cn3c4c(=O)n(C)c(=O)n(C)c4nc3n2-c2cccc(Cl)c2)cc1
12% | COCCNc1nc2c(c(=O)[nH]c(=O)n2C)n1CCCc1ccccc1
-3% | CC(NC(=O)COc1ccc(NC(=O)C2CC2)cn1)c1cccs1 (stereo not given)
-5%[86.2 µM] | CN(Cc1ccccc1)Cc1cn([C@H]2CO[C@H]3[C@@H]2OC[C@@H]3NCc2ccco2)nn1
-2% | CCOc1ccc(Nc2oc(-c3ccccc3Cl)nc2C#N)cc1
-5% | Cc1cn2c(=O)cc(COC(=O)c3cccc(NC(=O)c4ccccc4Cl)c3)nc2s1
135%[activator][86.2 µM] | O=C1COc2ccc(OCc3ccc(F)cc3)nc2CN1CCOc1ccccc1
-10% | COc1ccc(Cl)cc1C(=O)N1CC(=O)N(c2ccccc2C#N)CC1C (stereo not given)
-20% | COc1ccc(OC)c(NC(=O)CSc2ncc3c(n2)-c2ccccc2N(C)S3(=O)=O)c1
-1% | CCCCn1c(=N)c(S(=O)(=O)c2ccccc2)cc2c(=O)n3cccc(C)c3nc21
-19% | CCOc1cccc(NC(=O)C2CC(=O)N(C)C(=Nc3cccc(OC)c3)S2)c1 (stereo not given)
-4% | COc1cc(C2CC(=O)Nc3c2sc(C(=O)O)c3-c2ccc(F)cc2)cc(OC)c1OC (stereo not given)
7% | CCCCCn1nc(C(=O)Nc2ccccc2Cl)c2ccccc2c1=O
? | COc1ccc2c(c1)c1c(c(=O)n(-c3ccc(C)cc3)c(=O)n1CC(=O)Nc1cc(C)ccc1C)n2C
8%[86.2 µM] | Cc1oc(C(O)c2cncnc2)nc1C(=O)Nc1cccc([S+](C)(=O)[O-])c1 (stereo not given)
? | Cc1cnc(C)n1CCN
-13% | CC(C)CN1C[C@@H](NC(=O)c2cccnc2)C[C@H]1CO
-12% | CCCN(CCC)CCCNC(=O)c1cn(CC)c2ccc(S(=O)(=O)N3CCc4ccccc4C3)cc2c1=O
? | COc1ccc(C(=O)N2C[C@@H]3C[C@H](C2)c2ccc(NC(=O)Nc4cccc(C#N)c4)c(=O)n2C3)cc1
22% | CCCC(=O)N1CCC2(CC1)C(=O)N(CC)c1ccccc12
19% | CC(C)NC(=O)C(C#N)C(=O)c1cccc(NC(=O)NC2CC2)c1 (stereo not given)
3% | O=C(CC[C@@H]1CNC(=O)[C@@H]2C[C@H](NC(=O)Nc3ccc(F)cc3F)CN12)NCc1ccccc1
? | COc1cccc(Nc2ccc3c(n2)C(C)(C(=O)NC(C)C)CN(C)C3)c1 (stereo not given)
20% | COc1cccc(C(=O)N2CCC(c3n[nH]c(=O)n3Cc3ccc(C)cc3)CC2)c1
-8% | Cc1cc(C)c(S(=O)(=O)N2CCN(Cc3coc(-c4cccs4)n3)CC2)c(C)c1
40µM* | COc1ccc(-c2ccc3ncn(-c4ccc(F)cc4F)c(=O)c3n2)cc1OC
? | O=C1[C@H]2CN(Cc3ccc(Cl)cc3)C[C@H]2C(=O)N1CCN1CCc2ccccc2C1
-4% | O=C(c1cccc([N+](=O)[O-])c1)N1c2ncnn2C2(CCCCC2)[C@@H]2CCCC[C@@H]21
12% | CN(CC(=O)NCc1ccco1)C(=O)CSc1nc2ccccc2o1
20% | CC(C)(C)C1CCC(C(=O)N/N=C/c2ccc(Cl)s2)CC1 (stereo not given)

Among those listed so far, four contain two or more sulfur atoms.
KDM5B inhibitor | SMILES
1%[149 µM] | O=C(O)C1=NOC2CN([S+](=O)([O-])c3cccs3)CC12 (stereo not given)
? | O=S(=O)(c1ccc(-c2csc(Nc3ccccc3)n2)cc1)N1CCOCC1
-20% | COc1ccc(OC)c(NC(=O)CSc2ncc3c(n2)-c2ccccc2N(C)S3(=O)=O)c1
-8% | Cc1cc(C)c(S(=O)(=O)N2CCN(Cc3coc(-c4cccs4)n3)CC2)c(C)c1

Next section
KDM5B inhibitor | SMILES
-20% | OC1(CN2CCN(c3cccc(C(F)(F)F)c3)CC2)CNCCOC1 (stereo not given)
1% | COc1ccccc1C(=O)NC1CCN(c2cnn(CC3CC3)c(=O)c2)CC1
1% | CS(=O)(=O)N1CCC(C2CCN(C(=O)c3ccc(=O)[nH]c3)C2)CC1 (stereo not given)
5% | COC(=O)c1cnn(-c2ccc(C(=O)Nc3ccc(C(C)=O)cc3)cc2)c1N
? | Cn1cc(S(=O)(=O)c2ccccc2)c(=O)c2cc(F)c(N3CCOCC3)cc21
3% | COc1ccccc1CNc1ccc2nnc(C)n2n1
-13% | O=C(NCc1ccc(Cl)cc1)c1cc2ccccc2oc1=O
-3% | O=C(C1CCOCC1)N1CCCn2nc(C(O)c3ccccc3)cc2C1 (stereo not given)

With a hit mark in KDM5B inhibitor (from the list above):
KDM5B inhibitor | SMILES
28µM* | Cc1nc2ncccn2c1C(=O)N1CCC(=O)N(CC2CC2)C(C(C)C)C1 (stereo not given)
40µM* | O=C(NCC(F)F)c1cc(Br)cn2ccnc12
40µM* | COc1ccc(-c2ccc3ncn(-c4ccc(F)cc4F)c(=O)c3n2)cc1OC

An excerpt; count on the stated rates, not on these rows.
